Vc quorum ag – inducers of Vibrio cholerae quorum light production without autoinducers; 350,000 compounds, 0.16% hits; V. cholerae BH1578 lux reporter, luminescence, 6 h; activation, % at 18.7 µM; in the data active = activation mostly above about 9.7%, no sharp cut-off; inconclusive = no clear call, values can overlap the other calls; inactive = mostly below about 3.7%; note: not every result past the cut was called active; inactives centre near 0; reference of the scale not given here
CCHF vOTU inh – blocks the CCHF virus ovarian tumor domain protease. CCHFV vOTU protease, Pep-AMC fluorescence. inhibition, % at 11.5 µM. 370,000 compounds, 0.55% hits; in the data active = inhibition above about 30%; note: 0% = vehicle wells with enzyme and 100% = no enzyme wells
Y pestis TopoI – blocks Yersinia pestis topoisomerase I activity. Y. pestis Topo-I cleavage product accumulation, plate reader. activity, % at 10 µM. 360,000 compounds, 0.064% hits. AID 504884; in the data active = activity above about 50%, passing the limit was not always enough; inconclusive = no clear call, values can overlap the other calls; note: inactives centre near 2
PfHsp40 rescue – rescue of PfHsp40-mediated yeast toxicity; growth rescue, % at 12.5 µM; S. cerevisiae expressing PfHsp40, growth rescue, ATP luminescence; 340,000 compounds, 0.68% hits; AID 504582; in the data active = growth rescue above about 28%, passing the limit was not always enough; inconclusive = no clear call, values can overlap the other calls;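 note: yeast W303a lacking pdr1 and pdr3 grown in galactose medium; growth measured after three days at 30 °C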
PriA SSB inh – K. pneumoniae PriA-SSBct interaction inhibition | AlphaScreen SSBct-PriA binding, biotinylated peptide | 430,000 compounds, 0.6% hits | inhibition, % at 33 µM | AID 1272365; in the data active = inhibition mostly above about 37%, no sharp cut-off; inactive = mostly below about 20%;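 note: plate controls were negative control peptide for no effect and reference peptide for full effect; strong numbers were not always called active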
TcdB inh – TcdB glycohydrolase inhibition; AID 652162; 350,000 compounds, 0.24% hits; TcdB glycohydrolase enzymatic assay, plate reader; inhibition, % at 9.99 µM; P18177; in the data active = inhibition above about 10%
SARS 3CLpro inh – SARS-CoV 3CLpro protease inhibition | recombinant SARS-CoV 3CLpro, quenched FRET peptide cleavage | inhibition, % at 6 µM | 290,000 compounds, 0.14% hits; in the data active = inhibition above about 12%
BoNT A protease – BoNT A light chain protease inhibition; multiplex microsphere protease substrate cleavage, flow cytometry; inhibition, % at 10 µM; 360,000 compounds, 0.17% hits; AID 588499; note: plate controls were buffer without enzyme for full effect and enzyme alone for no effect
VHR inh abs – DUSP3 (human) phosphatase inhibition | recombinant VHR phosphatase, pNPP absorbance | inhibition, % at 13.3 µM | P51452 | 290,000 compounds, 0.52% hits | AID 1654; in the data active = inhibition above about 50%; note: some compounds called inactive have numbers as strong as hits
Target sequence (P51452 whole entry, looked up): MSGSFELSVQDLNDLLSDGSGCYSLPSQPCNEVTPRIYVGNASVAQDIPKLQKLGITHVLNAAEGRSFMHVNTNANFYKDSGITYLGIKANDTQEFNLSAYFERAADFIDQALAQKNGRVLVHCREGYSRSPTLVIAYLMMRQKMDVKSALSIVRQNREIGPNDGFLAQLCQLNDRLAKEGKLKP
Anthrax LF inh2 – inhibitors of Bacillus anthracis lethal factor protease | P15917 | multiplex microsphere protease cleavage assay, LF | inhibition, % at 10 µM | 360,000 compounds, 0.12% hits | AID 588501; note: plate controls were buffer without enzyme for full effect and enzyme alone for no effect
Target sequence (P15917 whole entry, looked up): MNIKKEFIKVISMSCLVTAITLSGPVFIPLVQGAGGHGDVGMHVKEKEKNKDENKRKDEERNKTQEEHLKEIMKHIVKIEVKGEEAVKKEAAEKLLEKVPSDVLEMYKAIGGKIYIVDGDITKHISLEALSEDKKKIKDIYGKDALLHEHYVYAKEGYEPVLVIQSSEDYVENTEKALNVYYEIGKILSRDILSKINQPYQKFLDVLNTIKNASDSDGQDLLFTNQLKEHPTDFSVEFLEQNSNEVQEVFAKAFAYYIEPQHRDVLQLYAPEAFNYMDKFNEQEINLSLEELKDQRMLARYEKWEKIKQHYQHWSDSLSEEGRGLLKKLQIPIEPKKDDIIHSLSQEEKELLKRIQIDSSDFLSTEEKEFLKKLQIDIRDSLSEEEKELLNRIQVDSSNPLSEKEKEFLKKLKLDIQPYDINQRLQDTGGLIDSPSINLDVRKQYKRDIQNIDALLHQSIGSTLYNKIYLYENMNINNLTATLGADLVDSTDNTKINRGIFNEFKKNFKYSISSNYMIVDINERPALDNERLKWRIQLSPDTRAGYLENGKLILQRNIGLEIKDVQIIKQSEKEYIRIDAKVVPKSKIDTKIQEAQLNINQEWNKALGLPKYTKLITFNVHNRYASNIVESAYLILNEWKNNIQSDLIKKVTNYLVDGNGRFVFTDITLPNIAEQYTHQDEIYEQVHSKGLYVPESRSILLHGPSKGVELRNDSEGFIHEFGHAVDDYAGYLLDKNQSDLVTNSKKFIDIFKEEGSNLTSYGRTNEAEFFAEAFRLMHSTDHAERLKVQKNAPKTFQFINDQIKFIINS
Active calls of the source: *; i = inactive; ? = inconclusive; / = not tested or not shown; & = joins results of further samples. Cut-off read from the data, not from the text of the source, unless noted: active = inhibition above about 30%; inconclusive = no clear call, values can overlap the other calls; inactive = below that.

SMILES	Vc quorum ag	CCHF vOTU inh	Y pestis TopoI	PfHsp40 rescue	PriA SSB inh	TcdB inh	SARS 3CLpro inh	BoNT A protease	VHR inh abs	Anthrax LF inh2
CC(C)C[C@H](N)c1cn([C@@H](Cc2ccc(O)cc2)C(=O)N2CCNCC2)nn1	-2.2	-4	-10	0.5	-5	0.1	-3	-0.7	25	-3
CC(C)C1C(=O)N(Cc2cn(CC3CCCCC3)nn2)CCS(=O)(=O)N1Cc1ccc(-c2ccc(F)nc2)cc1 (stereo not given)	-0.4	16	28	/	/	-0.6	/	-0.5	/	0
CSc1nnc(C)c(=O)n1COC(=O)c1ccc(S(=O)(=O)N2CCOCC2)cc1	i	2	-2	-0.2	16&-2	/	3	0.1	-4	0
Cc1ccccc1CS(=O)(=O)c1snnc1C	-0.7	2	2	1.3	-19	/	-4	-0.6	-2	-6
C#CCOCCOCCOCCNc1nc(N2CCN(C(=O)[C@H](CCCN=C(N)N)n3cc(C(N)[C@@H](C)CC)nn3)CC2)nc(N2CCN(C(=O)[C@H](CCC(=O)O)n3cc([C@@H](N)CCCCN)nn3)CC2)n1 (stereo not given in full)	-3.6	-3	-13	-1.1	-3	0.3	/	0.7	/	-1
Cc1c(NC(=O)c2nn3c(C(F)(F)F)cc(-c4ccccc4)nc3c2Cl)c(=O)n(-c2ccccc2)n1C	-1.7	-3	9	0.8	-10	/	-1	0.2	-3	0
N#CCNC(=O)C1c2ccccc2Oc2ccccc21	1.8	7	-5	-0.3	-11	-3.1	3	1.2	5	-10
CC(=O)Nc1ccc(S(=O)(=O)n2nc(-c3ccc(C)cc3)nc2N)cc1	i	14	4	0.1	-19	/	6	/	8	/
CC(C)Cc1cc(C(=O)Nc2ccccc2)c2ccccc2n1	-0.4	-2	-3	-1.0	-6	2.6	-1	-1.3	17	-6
CCOC(=O)N1CCN(C(=O)C2CCCN(S(=O)(=O)c3ccccc3)C2)CC1 (stereo not given)	2.8	23	-7	-0.2	-11	/	-1	0.8	31	1
CC1(C(=O)Nc2cccc(C(F)(F)F)c2)Cc2c(-c3ccc4c(c3)OCO4)ccnc2O1 (stereo not given)	-0.4	4	11	/	/	1.3	/	0.1	/	-2
O=S(=O)(Nc1ccccn1)c1ccc(Cl)c2ccccc12	-1.8	9	4	-0.2	-4	0.8	3	-0.8	6	-2
O=c1c2c3c(sc2nc2n1CCC2)CCC3	/	-5	2	9.9	-6	/	-6	0.2	-22	-1
O=C(O)CCCNS(=O)(=O)c1ccccc1	-0.5	0	9	-0.1	-3	/	6	-0.8	4	-2
CCOC(=O)C1CCN(c2c(NCCN3CCCCC3C)c(=O)c2=O)CC1 (stereo not given)	/	3	1	0.5	3	-0.5	-2	-0.7	21	2

The closing 3 entries of the section before come first, to join the parts:
SMILES	Vc quorum ag	CCHF vOTU inh	Y pestis TopoI	PfHsp40 rescue	PriA SSB inh	TcdB inh	SARS 3CLpro inh	BoNT A protease	VHR inh abs	Anthrax LF inh2
O=c1c2c3c(sc2nc2n1CCC2)CCC3	/	-5	2	9.9	-6	/	-6	0.2	-22	-1
O=C(O)CCCNS(=O)(=O)c1ccccc1	-0.5	0	9	-0.1	-3	/	6	-0.8	4	-2
CCOC(=O)C1CCN(c2c(NCCN3CCCCC3C)c(=O)c2=O)CC1 (stereo not given)	/	3	1	0.5	3	-0.5	-2	-0.7	21	2
Cc1ccccc1C(=O)O/N=C(\N)c1ccc([N+](=O)[O-])cc1	2.5	-6	-6	0.9	i	0.7	0	?	10	-10
CC(C)C(NC(=O)C(NC(=O)C1O[C@@H]2OC(C)(C)O[C@@H]2[C@H]2OC(C)(C)O[C@@H]12)C(C)C)C(=O)O (stereo not given in full)	i	-9	-2	-0.2	-23	0.1	-2	0.3	16	-1
COc1ccc(CNC(=O)CN2CCN(c3ccccc3O)CC2)cc1OC	-0.5	-8	-6	1.0	-4	-0.8	-7	-2.1	/	2
CC(C)n1c(=O)c(C=Nc2ccc(Cl)cc2)c(O)n(Cc2ccco2)c1=O	/	-1	/	/	/	0.8	-5	/	-7	/
COc1cc2c3c(c1)/C(=C1/SC(=S)NC1=O)C(=O)N3C(C)(C)C=C2C	-0.6	-5	-17	-2.1	12	-0.1	-4	-0.1	34	-1
CC(=O)OCCc1c2ccccc2c(CCCN(C)C)c2ccccc12	-0.6	-128	-1	1.4	-15	-0.8	/	0.0	/	-12
CCOC(=O)N1CCN(Cc2nc3cc(NC(=O)CC)ccc3n2CC)CC1	-2.8	11	7	-1.3	-4	2.1	2	-1.7	11	1
CN(C)c1nc(N/N=C/c2ccccc2O)nc(Nc2ccc(F)cc2)n1	-0.7	7	-1	/	/	-0.9	-5	-1.1	12	-2
O=C(COC(=O)CSc1ccc2ccccc2c1)NCc1ccc2c(c1)OCO2	-0.2	2	22	0.6	-8	/	5	-0.3	1	-1
Cc1csc(N(C(=O)c2ccccc2F)c2ccccc2)n1	-0.8	1	-1	-0.7	-20	1.2	1	-0.4	11	-1
COc1ccc(C)cc1Nc1n[n+](-c2ccccc2)c(-c2ccc(N(C)C)cc2)s1	0.0	-1	9	-1.5	27	1.5	0	3.7	13	0
COc1ccc(CNc2ccc(S(N)(=O)=O)cc2)c(OC)c1OC	-6.2	-6	-12	-0.4	-18	/	3	1.5	7	-1
CC(C)NS(=O)(=O)c1ccc(CCC(=O)O)cc1	1.9	2	-2	0.0	-16	/	-6	1.7	9	6
CN1CCN(C(=O)c2ccc(N(Cc3ccc(Cl)cc3)S(C)(=O)=O)cc2)CC1	i	-11	-12	-0.4	-3	/	1	0.9	16	1
COc1ccc(-c2nn(-c3ccccc3)cc2/C=C\C(=O)N2CCOCC2)cc1[N+](=O)[O-]	0.3	-1	6	0.1	-4	0.3	2	0.6	17	0
COc1ccccc1CN(C(=O)CNC(=O)c1ccco1)C(C(=O)NCC1CCCO1)c1ccccc1 (stereo not given)	-2.3	1	7	0.5	-2	0.6	0	1.8	24	-4
O=C(N/N=C/c1ccco1)c1ccccc1OCc1ccc(Br)cc1	-0.4	1	7	-1.4	/	1.4	-3	0.6	10	0
COc1ccc2[nH]c3c(c2c1)CCN1C(=O)C(CC(=O)NCc2cccc(C(F)(F)F)c2)C[C@H](C(=O)N2CCCCC2)[C@@]31CCc1ccccc1 (stereo not given in full)	-3.9	16	-8	0.8	-8	0.2	/	0.0	/	3
CCCn1c(N)c(C(=O)CSc2nc3ccccc3n2CCC#N)c(=O)n(C)c1=O	-0.4	0	-7	-1.1	-2	/	-4	1.5	20	-1
Cc1ccccc1C(=O)N/N=C/c1ccccn1	-0.4	-1	0	-2.2	/	-0.7	-7	-0.9	2	-3
O=C(CN1CCOCC1)NNc1nc(-c2ccccc2)c2cc(Br)ccc2n1	-0.2	-5	11	-1.2	4	-1.2	0	0.3	4	0
COc1cc(NC(=O)c2ccnnc2)cc(C(=O)Nc2cccc(C(F)(F)F)c2)c1	i	8	-3	-1.1	0	0.9	/	0.7	15	-8
COc1ccccc1N1CCN(C(=O)c2ccc3c(Cl)c4c(nc3c2)CCCC4)CC1	-0.4	/	5	-1.1	3	/	3	0.6	23	0
C[C@@H]1CN([C@H](C)CO)C(=O)CCCn2nncc2CO[C@@H]1CN(C)S(=O)(=O)c1cccc(C#N)c1	i	12	-7	/	/	-3.4&-1.6	/	0.2	/	6
COc1ccc(N(CC(=O)NN=C2CCCC2)S(=O)(=O)c2ccccc2)cc1	i	15	-7	2.5	2	/	6	-0.9	13	-4
Cc1[nH]c2ccccc2c1/C=C/c1nc2ccccc2c(=O)n1-c1ccc([N+](=O)[O-])cc1	3.1	0	-8	0.1	1	0.6	2	1.7	28	-2
CCn1cc(C(=O)NCCCN2CCCC2)c(=O)c2cc(S(=O)(=O)N3CCc4ccccc4C3)ccc21	-0.3	16	4	0.2	0	/	1	-0.2	-7	-3
COc1ccc(NS(=O)(=O)c2cccs2)cn1	-0.3	1	-1	-0.8	1	2.8	2	0.2	23	-5
CCOc1cc(/C=N/NC(=O)c2ccccn2)ccc1OC(=O)c1cccs1	0.3	11	13	-1.5	/	1.7	-2	0.6	44	-2
Cc1[nH]c2ccccc2c1/C=N/NC(=O)c1cc(C(C)(C)C)[nH]n1	i	11	-25	/	/	2.8	6	-5.9	-3	-25
CCOC(=O)N1CCN(C(=O)CSc2nnc3[nH]c(=O)c(C)c(C)n23)CC1	i	-2	-2	1.2	-7&-5	1.4	/	-2.2	/	-1
COc1ccc(N(CC(=O)Nc2ccccc2OC)S(=O)(=O)c2ccc(OC)c(OC)c2)cc1	3.5	1	7	0.3	2	0.1	-2	-2.5	-3	19
O=C(c1ccccc1F)N1CCN(S(=O)(=O)c2ccc3c(c2)OCCO3)CC1	-0.2	-2	-5	0.1	-7	-1.8	-4	-0.1	0	-3
COc1ccccc1CN(C)C[C@H]1OCc2cnnn2CCCC(=O)N([C@H](C)CO)C[C@@H]1C	0.5	9	0	/	/	1.0&-0.9	/	0.4	/	-1
COc1ccc(-c2ccc(N3C(c4ccsc4)=Cc4ccc(F)cc4C3c3c[nH]c4ccccc34)cc2)cc1 (stereo not given)	/	24	/	/	/	-0.2	/	2.6	/	1
Cc1cc(C)cc(NS(=O)(=O)c2cc(C(=O)NCc3ccccn3)ccc2Cl)c1	-0.4	-14	8	0.6	-8	1.7	1	-0.4	13	1
CCN(CC)CCOC(=O)c1ccc(NC(=O)CCCN2C(=O)/C(=C\c3cccs3)SC2=S)cc1	i	22	-20	-1.2	42*	0.5	8	14	-8	12
NS(=O)(=O)c1cc(C(=O)OCC(=O)Nc2ccc(Cl)cc2[N+](=O)[O-])ccc1Cl	i	-3	-5	-0.2	5	0.0	1	-0.7	-7	0
Cc1nnc(NC(=O)c2ccc3c(c2)NC(=O)CS3)s1	i	1	4	-0.1	9	0.5	/	0.0	/	0
C=CC[C@@]12C=C(OC)C(=O)C(OC)=C1O[C@H](c1ccc3c(c1)OCO3)[C@H]2C	-0.1	-2	3	0.4	-14	1.0	/	-0.5	/	-3
COc1cccc(NC(=O)CCc2nnc3ccc(NCc4ccco4)nn23)c1	-0.1	12	-12	1.0	8	-0.7	-2	-1.4	-13	2
NC(Cc1ccc(F)cc1)c1csc(Nc2nccc(C(F)(F)F)n2)n1 (stereo not given)	3.7	11	-15	/	/	0.9	/	-0.4	/	-2
N#CC(c1ccc(O)cc1)c1ncc(C(F)(F)F)cc1Cl (stereo not given)	-1.8	12	0	-0.3	-8	2.5	2	0.7	28	-5
O=C(c1ccc2nc(Cc3cccc(Cl)c3)oc2c1)N1CCC(O)CC1	-1.7	-2	7	-0.3	-11	1.5	-3	2.8	-5	-4
O=S(=O)(NC1CC1)c1ccc(S(=O)(=O)N2CCCC(c3nc(-c4cccnc4)no3)C2)cc1 (stereo not given)	-0.3	-7	-7	-0.3	-6	/	-2	0.4	10	0
CSc1cccc(NC(=O)Nc2ccc(Cl)cc2)c1	2.8	-3	5	0.2	0	/	2	-0.2	21	-1
Fc1ccc(NC(=S)NCc2ccccc2)cc1	-0.3	-7	-2	-0.2	0	0.3	-2	-1.0	-4	11
CC(=O)N1CCc2c(sc(NC(=O)CCS(=O)(=O)c3ccccc3)c2C(N)=O)C1	i	19	-1	-1.0	16	-0.7	0	-1.1	37	2
Cc1nnc2sc(SCc3ccc(Cl)cc3)nn2c1=O	-1.7	7	-3	-1.2	-5	/	5	1.3	0	0
CCc1ccc(-n2c(O)c(C(C)=O)c(=O)[nH]c2=O)cc1 (tested in a mixture with another compound)	0.6	3	6	0.2	/	-0.3	1	?	4	-11

Assay outcomes (PubChem)

This is a subset, so the mix of outcomes need not match the whole.
